KOR beta-arrestin-1: KOR antagonists, beta-arrestin recruitment, cell-based, luminescence, uHTS (AID 1778). Kappa-type opioid receptor (Homo sapiens). KOR beta-arrestin recruitment, luminescence, antagonist mode; higher % means a stronger effect. inhibition, % at 10 µM; hits with a dose series show IC50 in µM. 290,000 tested, 0.091% active; in the data active = inhibition above about 50%; also: strong numbers were not always called active
NOD1 inhibition: NOD1 signaling inhibitors, primary screen, cell-based, luminescence, uHTS (AID 1578); NOD1-driven NF-kB luciferase reporter cells, luminescence; higher % means a stronger effect; one-dose inhibition, % at 4 µM; EC50 in µM for titrated hits; 290,000 tested, 1% active; in the data active = inhibition mostly above about 36%, no sharp cut-off; inactive = mostly below about 34%;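 also: HEK-293T reporter cells stimulated with the NOD1 agonist gamma-tri-DAP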
NTR1 agonist: agonists of NTR1, primary screen, imaging, U2OS cells, beta-arrestin-GFP, high content (AID 493036); Neurotensin receptor type 1 (Homo sapiens), P30989; NTR1-U2OS beta-arrestin-GFP spot imaging, agonist mode; activation, % at 20 µM; 330,000 tested, 0.17% active;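 active = activation at or above 40% of the spot to cytoplasm intensity ratio, with at least 20 cells analyzed; inconclusive = wells under 20 cells, flagged as cytotoxic or low count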;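 also: 0% = DMSO without peptide and 100% = 100 nM NTR1 peptide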
Target sequence (P30989 whole entry, looked up): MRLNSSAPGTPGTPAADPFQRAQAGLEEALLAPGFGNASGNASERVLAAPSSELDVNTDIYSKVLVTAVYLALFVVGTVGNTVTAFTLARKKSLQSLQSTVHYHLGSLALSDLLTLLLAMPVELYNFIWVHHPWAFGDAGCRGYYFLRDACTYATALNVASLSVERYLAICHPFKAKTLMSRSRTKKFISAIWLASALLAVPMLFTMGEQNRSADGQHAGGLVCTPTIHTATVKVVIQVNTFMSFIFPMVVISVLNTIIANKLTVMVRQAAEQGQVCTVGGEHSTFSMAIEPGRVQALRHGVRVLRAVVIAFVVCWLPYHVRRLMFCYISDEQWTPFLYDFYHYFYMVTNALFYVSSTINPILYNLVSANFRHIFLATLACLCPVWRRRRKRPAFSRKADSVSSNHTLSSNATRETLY
GPR55 antagonists: GPR55 antagonists blocking LPI-driven arrestin recruitment, primary screen, imaging, U2OS, beta-arrestin-GFP, LPI agonist (AID 2013); G-protein coupled receptor 55 (Homo sapiens); one-dose inhibition, % at 10 µM; IC50 in µM for titrated hits; U2OS GPR55 beta-arrestin-GFP translocation imaging, LPI antagonism; higher % means a stronger effect; 290,000 tested, 0.13% active;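 active = spots per cell inhibited over 60%, with over 100 cells counted and total cytoplasm intensity under 500,000; inconclusive = wells with under 100 cells, flagged as likely toxic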;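 also: U2OS cells stably carrying GPR55 and arrestin-GFP stimulated by 5 µM LPI near EC80; imaged beta-arrestin-GFP aggregate spots per cell after agonist stimulation; plate controls were LPI-stimulated DMSO wells for no effect and DMSO wells without LPI for full effect; some results filed as inactive read as strong as hits; confirmed hits need IC50 under 10 µM and bright autofluorescent wells are also inconclusive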
GPR55 activation: GPR55 agonists via beta-arrestin recruitment, primary screen, imaging, U2OS cells, beta-arrestin-GFP redistribution (AID 1961); activation, % at 10 µM, or EC50 in µM where a hit was titrated; U2OS GPR55 beta-arrestin-GFP redistribution imaging; higher % means a stronger effect; 290,000 tested, 0.048% active; G-protein coupled receptor 55 (Homo sapiens);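 active = activation above 40% with more than 50 cells counted in the well; inconclusive = wells holding fewer than 50 cells, flagged as toxic or sparse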;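 also: U2OS osteosarcoma cells stably expressing GPR55 and beta-arrestin-GFP; plate controls were DMSO negative control for no effect and LPI positive control for full effect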
KOR beta-arrestin-2: KOR agonists, beta-arrestin recruitment, primary screen, cell-based, luminescence, uHTS (AID 1777); Kappa-type opioid receptor (Homo sapiens); activation, % at 10 µM, or EC50 in µM where a hit was titrated; KOR beta-arrestin recruitment, luminescence; higher % means a stronger effect; 280,000 tested, 0.02% active; in the data active = activation above about 50%, passing the limit was not always enough; also: a part of the inactive calls stands beside numbers as strong as those of hits
MgcRacGAP inhibition: MgcRacGAP GTPase-activating activity inhibitors, confirmation, biochemical, ADP Hunter fluorescence | Rac GTPase-activating protein 1 (Homo sapiens) | MgcRacGAP-stimulated Rac1 GTP hydrolysis, ADP Hunter fluorescence; higher % means a stronger effect; GST-tagged Rac1 F28L mutant substrate | one-dose inhibition, % at 30 µM; IC50 in µM for titrated hits | 340,000 tested, 0.6% active | AID 624330, 2012;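 active = first-screen hits whose inhibition reached a set limit at any dose in the follow-up dose series; inconclusive = inhibition above the set first-screen limit but never retested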;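 also: fluorescence reports GDP produced by GAP-driven GTP hydrolysis; strong numbers were not always called active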
GPR35 arrestin U2OS: GPR35 antagonists blocking zaprinast-driven arrestin recruitment, primary screen, imaging, U2OS, beta-arrestin-GFP, zaprinast agonist (AID 2058). 290,000 tested, 0.052% active. U2OS GPR35 beta-arrestin-GFP translocation imaging, zaprinast antagonism; higher % means a stronger effect. one-dose inhibition, % at 10 µM; IC50 in µM for titrated hits. G-protein coupled receptor 35 (Homo sapiens);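 active = inhibition of at least 50% with at least 30 cells and total cytoplasm GFP at most 10,000,000; inconclusive = under 30 cells or total GFP of 10,000,000 plus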
UTI89 phage lysis: inhibition of K1F phage lysis, E. coli UTI89, bacterial capsule biogenesis inhibitors, alamar blue (AID 488966); E. coli UTI89 K1F phage lysis, alamar blue, 2 h; higher % means a stronger effect; one-dose inhibition, % at 100 µM; IC50 in µM for titrated hits; 340,000 tested, 0.02% active;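 active = phage lysis inhibition, versus mean bacterial control, above a set limit; inconclusive = no clear call, values can overlap the other calls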;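 also: capsule biogenesis inhibitors block K1F phage lysis so surviving cells raise fluorescence; higher fluorescence means more inhibition of phage lysis; actives were called in the ten point dose series up to 300 µM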
NTR1 agonist cell count 20 µM: also measured in NTR1 agonist; calls as there; cell count; measured here: cell count, cytotoxicity flag
* marks the source's active call; other numbers are inactive results; ? = inconclusive; · = no result given; [ ] = another dose, or the depositor's remark. This is a subset, so the mix of outcomes need not match the whole.

Abbreviations – A = KOR beta-arrestin-1; B = NOD1 inhibition; C = NTR1 agonist; D = NTR1 agonist cell count 20 µM; E = GPR55 antagonists; F = GPR55 activation; G = KOR beta-arrestin-2; H = MgcRacGAP inhibition; I = GPR35 arrestin U2OS; J = UTI89 phage lysis
> Cc1cccc(Cn2cc(C=O)c3ccccc32)c1
  A = ·	B = 15%	C = -0.3	D = 78	E = 0%	F = 0.4%	G = 33%	H = 3%	I = 16%	J = 0.1%

> CCCNS(=O)(=O)c1ccc(OCC(=O)N2CCN(Cc3ccccc3)CC2)cc1
  A = 22%	B = -4%	C = 0.2	D = 76	E = 3%	F = 0.0%	G = 2.6%	H = -10%	I = 9%	J = -0.3%

> NCC(O)c1ccc(O)cc1 (centres undefined)
  A = 8%	B = -22%	C = 0.0	D = 72	E = 7%	F = 0.2%	G = -1.0%	H = 12%	I = 7%	J = 4.1%

> O=c1[nH]c(=S)n(-c2ccccc2F)c(O)c1C=NCCN1CCNCC1
  A = -10%	B = 1%	C = -0.4	D = 80	E = 10%	F = -0.1%	G = -2.8%	H = 11%	I = -2%	J = 0.1%

> COc1ccc(-n2c(=O)[nH]c3ccccc3c2=O)c(OC)c1
  A = -3%	B = -3%	C = -0.1	D = 97	E = -11%	F = -0.4%	G = 1.7%	H = -1%	I = 3%	J = 0.1%

> CCOC(=O)c1c(C)n(Cc2ccco2)c2ccc(OC)cc12
  A = 26%	B = -8%	C = 11	D = 37	E = 1%	F = -0.3%	G = 23%	H = 13%	I = -11%	J = 1.2%

> CN1C[C@H](CNC(=O)OCc2ccccc2)C[C@@H]2c3cccc4c3c(cn4C)C[C@H]21
  A = 17%	B = -29%	C = 0.8	D = 62	E = 27%	F = 0.4%	G = -3.6%	H = 6%	I = -2%	J = 10%

> OC1/C(=C/c2ccccc2C(F)(F)F)N2CCC1CC2 (centres undefined)
  A = -6%	B = -49%	C = 1.9	D = 37	E = -2%	F = 0.2%	G = -5.2%	H = 7%	I = -25%	J = 0.2%

> N[C@@H](Cc1c[nH]c2ccccc12)c1nnc(SCc2ccc(F)cc2)o1
  A = -5%	B = -14%	C = ·	D = ·	E = 3%	F = 0.2%	G = 0.4%	H = 10%	I = -2%	J = 0.8%

> FC(F)(F)c1ccc(CN2CCNCC2)cc1
  A = -30%	B = -10%	C = -1.5	D = 94	E = 7%	F = 0.9%	G = 6.6%	H = 2%	I = 5%	J = 0.1%

3 consecutive compounds already listed:
Abbreviations – A = KOR beta-arrestin-1; B = NOD1 inhibition; C = NTR1 agonist; D = NTR1 agonist cell count 20 µM; E = GPR55 antagonists; F = GPR55 activation; G = KOR beta-arrestin-2; H = MgcRacGAP inhibition; I = GPR35 arrestin U2OS; J = UTI89 phage lysis
> Cc1cccc(Cn2cc(C=O)c3ccccc32)c1
  A = ·	B = 15%	C = -0.3	D = 78	E = 0%	F = 0.4%	G = 33%	H = 3%	I = 16%	J = 0.1%

> CCCNS(=O)(=O)c1ccc(OCC(=O)N2CCN(Cc3ccccc3)CC2)cc1
  A = 22%	B = -4%	C = 0.2	D = 76	E = 3%	F = 0.0%	G = 2.6%	H = -10%	I = 9%	J = -0.3%

> NCC(O)c1ccc(O)cc1 (centres undefined)
  A = 8%	B = -22%	C = 0.0	D = 72	E = 7%	F = 0.2%	G = -1.0%	H = 12%	I = 7%	J = 4.1%

Further entries follow:
Abbreviations – A = KOR beta-arrestin-1; B = NOD1 inhibition; C = NTR1 agonist; D = NTR1 agonist cell count 20 µM; E = GPR55 antagonists; F = GPR55 activation; G = KOR beta-arrestin-2; H = MgcRacGAP inhibition; I = GPR35 arrestin U2OS; J = UTI89 phage lysis
> CCNC(=S)N1CCn2cccc2C1c1cccnc1 (centres undefined)
  A = -12%	B = -11%	C = 0.6	D = 46	E = 8%	F = -0.2%	G = -5.5%	H = -5%	I = -5%	J = 0.3%

> O=C(OCC(=O)c1ccc([N+](=O)[O-])cc1)/C(=C/c1ccc(Cl)cc1)NC(=O)c1ccccc1
  A = -8%	B = -23%	C = 1.7	D = 66	E = 12%	F = 0.1%	G = 0.2%	H = 6%	I = 4%	J = 0.2%

> c1cnc(N2CCNCC2)nc1
  A = 0%	B = 20%	C = -1.4	D = 54	E = -4%	F = -0.3%	G = -1.1%	H = 1%	I = -10%	J = ?

> Cc1ccc(CNCCc2ccc(F)cc2)s1
  A = -4%	B = -25%	C = -0.4	D = 57	E = -7%	F = 0.2%	G = 3.3%	H = 13%	I = 3%	J = 0.1%

> CC(C)(C)c1ccc(C(=O)C2CCCN(Cc3ccon3)C2)cc1 (centres undefined)
  A = -20%	B = -47%	C = 0.7	D = 79	E = 3%	F = 0.3%	G = -0.5%	H = 4%	I = -4%	J = 0.1%

> Cn1c(O)c(/C=N/N2CCOCC2)c(=O)[nH]c1=S
  A = 11%	B = 19%	C = 0.5	D = 48	E = -10%	F = -0.1%	G = -0.8%	H = ·	I = -10%	J = ·

> CCC(C(=O)N1CCC2(CC1)OCCO2)c1ccccc1 (centres undefined)
  A = -11%	B = -25%	C = 0.3	D = 74	E = 2%	F = -0.2%	G = -5.2%	H = 2%	I = -11%	J = 9.2%

> CNC(=O)c1cccn(Cc2cccc(C(F)(F)F)c2)c1=O
  A = -15%	B = -35%	C = -0.8	D = 93	E = 7%	F = 0.6%	G = 4.2%	H = 6%	I = -16%	J = 0.1%

> O=C(Nc1ccccc1Cl)OC1CN2CCC1CC2 (centres undefined)
  A = -7%	B = 0%	C = -0.3	D = 60	E = 5%	F = -0.2%	G = -2.0%	H = -2%	I = 9%	J = -1.2%

> COc1ccc(C(=O)OC2C[C@H]3CC[C@@H](C2)N3O)cc1OC (some centres undefined)
  A = 22%	B = -12%	C = -0.7	D = 83	E = 1%	F = 0.2%	G = -5.1%	H = 9%	I = 4%	J = 0.2%

Three structures out of the list, sorted by count of non-hydrogen atoms, high to low:
Abbreviations – A = KOR beta-arrestin-1; B = NOD1 inhibition; C = NTR1 agonist; D = NTR1 agonist cell count 20 µM; E = GPR55 antagonists; F = GPR55 activation; G = KOR beta-arrestin-2; H = MgcRacGAP inhibition; I = GPR35 arrestin U2OS; J = UTI89 phage lysis
> CCNC(=S)N1CCn2cccc2C1c1cccnc1 (centres undefined)
  A = -12%	B = -11%	C = 0.6	D = 46	E = 8%	F = -0.2%	G = -5.5%	H = -5%	I = -5%	J = 0.3%

> Cn1c(O)c(/C=N/N2CCOCC2)c(=O)[nH]c1=S
  A = 11%	B = 19%	C = 0.5	D = 48	E = -10%	F = -0.1%	G = -0.8%	H = ·	I = -10%	J = ·

> c1cnc(N2CCNCC2)nc1
  A = 0%	B = 20%	C = -1.4	D = 54	E = -4%	F = -0.3%	G = -1.1%	H = 1%	I = -10%	J = ?

Next results follow:
Abbreviations – A = KOR beta-arrestin-1; B = NOD1 inhibition; C = NTR1 agonist; D = NTR1 agonist cell count 20 µM; E = GPR55 antagonists; F = GPR55 activation; G = KOR beta-arrestin-2; H = MgcRacGAP inhibition; I = GPR35 arrestin U2OS; J = UTI89 phage lysis
> CC(=NC1CCN(Cc2ccccc2)CC1)c1c(O)n(C)c(=O)n(C)c1=O
  A = 20%	B = 8%	C = 0.0	D = 72	E = 23%	F = -0.1%	G = -0.3%	H = -4%	I = 3%	J = -0.2%

> O=C(Nc1ccc(Cl)c(Cl)c1)c1ccco1
  A = -30%	B = -55%	C = 0.2	D = 36	E = -13%	F = 0.2%	G = 6.3%	H = 17%	I = 12%	J = -1.2%

> Cc1cc(C)c(C2=NOC(O)(C(F)(F)F)C2)c(=O)[nH]1 (centres undefined)
  A = 17%	B = -13%	C = 0.0	D = 63	E = 19%	F = 0.3%	G = 1.7%	H = 1%	I = 4%	J = 0.2%

> CCCC12CN3CCN(CC(C3)/C1=N\NC(=O)c1ccncc1)C2
  A = -14%	B = -26%	C = 0.6	D = 61	E = 17%	F = -0.3%	G = -5.5%	H = 1%	I = 5%	J = -0.1%

> CN(Cc1ccccc1)C(=O)CN1CCCC1=O
  A = -19%[20 µM]	B = -14%	C = 0.1	D = 64	E = -8%	F = -0.1%	G = 5.8%	H = 0%	I = 14%	J = -0.6%

Screening results (PubChem BioAssay)
